Screens deposited in PubChem by National Center for Advancing Translational Sciences (NCATS).
HP1b binding inh – inhibitors of HP1-beta chromodomain binding to methylated histone tails. P83916. AlphaScreen HP1-beta / biotin-H3K9me3 peptide binding. Potency, µM (doses to about 114 µM), for inactives: at the top dose activity change, negative = inhibition, actives largely listed as inhibitors. 0.56% of 390,000 active; note: potency is the fitted concentration of half-maximal effect; nearly all actives have a fitted effect of over 70% in size; inactives centre near 23
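AlphaScreen: HP1-beta (50 nM) preformed 30 min with biotin-H3(1-18)K9me3 peptide (50 nM) in PBS pH 7.4, 0.01% Tween-20. Compound added for 30 min at RT, then streptavidin donor/nickel chelate acceptor beads (10 ug/mL) for 30 min.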
BAZ2B inh – BAZ2B (human) inhibition; Potency, µM (doses to about 114 µM), for inactives: at the top dose activity change, negative = inhibition, most hits filed as inhibitors; Q9UIF8; AlphaScreen BAZ2B-H3K14Ac peptide displacement; AID 504333; 4.4% of 360,000 active; note: potency is the fitted concentration of half-maximal effect; % is set by controls: 0 for no effect and ±100 for the full control effect; nearly all actives have a fitted effect of over 60% in size
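BAZ2B 50 nM plus b-H3(5-23)K14Ac 50 nM, PBS pH 7.4/0.01% Tween-20, 30 min RT; compound added (max 110 uM), 30 min RT; streptavidin donor/Ni-chelate acceptor beads 10 ug/mL final, 20 min dark; AlphaScreen read.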
Tb PGK inh – blocks T. brucei phosphoglycerate kinase; PGK/GAPDH coupled, Kinase-Glo luminescence, 60 min; Potency, µM (top dose mostly 57.5 µM), without a hit: at the top dose activity change, negative = inhibition, actives largely listed as inhibitors; AID 602233; 0.043% of 380,000 active; P07378; note: potency is the fitted concentration of half-maximal effect; % is set by controls: 0 for no effect and ±100 for the full control effect; nearly all actives have a fitted effect of over 60% in size
Target sequence (P07378 whole entry, looked up): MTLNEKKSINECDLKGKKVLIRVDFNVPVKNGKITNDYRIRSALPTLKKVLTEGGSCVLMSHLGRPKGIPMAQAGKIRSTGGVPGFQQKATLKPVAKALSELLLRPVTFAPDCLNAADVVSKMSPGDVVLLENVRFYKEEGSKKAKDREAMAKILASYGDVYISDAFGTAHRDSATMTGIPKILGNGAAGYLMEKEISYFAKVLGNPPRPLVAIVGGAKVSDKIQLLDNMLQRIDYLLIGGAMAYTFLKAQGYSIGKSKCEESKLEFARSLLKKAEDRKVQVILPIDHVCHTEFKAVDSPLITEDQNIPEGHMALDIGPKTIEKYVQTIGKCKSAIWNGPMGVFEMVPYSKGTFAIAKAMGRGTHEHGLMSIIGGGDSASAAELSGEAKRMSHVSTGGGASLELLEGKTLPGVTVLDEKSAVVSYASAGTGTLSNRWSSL
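Luminescent ATP detection (Kinase-Glo Plus) follows a 60-minute room-temperature incubation, with wells lacking PGK as controls. Buffer: 100 mM TEA (pH 7.6), 5 mM MgCl2, 0.01% Tween-20. Coupling enzyme GAPDH (100 nM final) supplies unstable 1,3-BPG in-well.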
G9a block – G9a (human) methyltransferase inhibition; Q96KQ7; G9a H3K9 monomethylation, AlphaScreen, 2 h; Potency, µM (highest dose often 102 µM), for the others: top-dose activity, negative = inhibition, actives largely listed as inhibitors; 8.8% of 350,000 active; AID 504332; note: potency is the fitted concentration of half-maximal effect; % is set by controls: 0 for no effect and ±100 for the full control effect; nearly all actives have a fitted effect of over 75% in size
Target sequence (Q96KQ7 913-1193 limits assumed): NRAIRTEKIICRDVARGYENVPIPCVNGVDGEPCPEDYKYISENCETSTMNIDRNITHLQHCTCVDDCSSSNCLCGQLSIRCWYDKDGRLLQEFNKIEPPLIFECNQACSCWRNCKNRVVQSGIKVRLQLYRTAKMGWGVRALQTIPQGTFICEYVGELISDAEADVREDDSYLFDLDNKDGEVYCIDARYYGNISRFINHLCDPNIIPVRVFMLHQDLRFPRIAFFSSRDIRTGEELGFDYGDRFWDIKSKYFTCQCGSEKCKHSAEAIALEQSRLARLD
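Signal arises when biotinylated H3K9 peptide, once monomethylated, bridges streptavidin donor and antibody-captured acceptor beads. Enzyme at 20 nM was preincubated 15 min with test compounds; peptide 500 nM and SAM 20 uM then reacted for 2 h.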
GLS inh – blocks human kidney-isoform glutaminase activity. Potency, µM (highest dose often 45.5 µM), for the others: top-dose activity change, negative = inhibition, usual class: inhibitors. GLS enzymatic activity, qHTS titration. O94925. 0.21% of 410,000 active; note: potency is the fitted concentration of half-maximal effect; % is set by controls: 0 for no effect and ±100 for the full control effect
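hKGA in 45 mM KH2PO4 (pH 8.2), 0.02% Tween-20 with compound, then 1mM L-Glutamine (stock as added) plus glutamate oxidase/HRP/Amplex red coupling mix. Fluorescence read initially and after 30 min at RT; signal change reflects glutamate formation.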
Pin1 inh – inhibitors of human Pin1. Pin1 FP peptide displacement, HiFluor488, 10 min. Q13526. Potency, µM (series often up to 115 µM), without a hit: at the highest dose activity, negative = inhibition, hits mostly inhibitors. AID 504891. 0.009% of 390,000 active; active = well fitted inhibition curve with a large enough effect in the polarisation, with a control signal flat, not every such curve was filed as active; inconclusive = small, poorly fitted or top-dose-only effect, or effect the other way, or a change in a side signal; inactive = no such curve, though single readings can be large or run the other way; the % refers to the polarisation; note: potency is the fitted concentration of half-maximal effect; % is set by controls: 0 for no effect and ±100 for the full control effect
Target sequence (Q13526 whole entry, looked up): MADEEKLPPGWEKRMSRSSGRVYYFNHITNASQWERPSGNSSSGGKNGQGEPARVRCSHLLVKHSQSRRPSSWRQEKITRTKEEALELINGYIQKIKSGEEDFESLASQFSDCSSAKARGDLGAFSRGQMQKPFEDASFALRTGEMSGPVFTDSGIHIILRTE
POLH inh – inhibitors of human DNA polymerase eta; 1.2% of 390,000 active; recombinant Pol eta, fluorescent DNA replication assay; Potency, µM (titrated, usually from 114 µM), for the others: at the highest dose activity change, negative = inhibition, most hits filed as inhibitors; AID 588591; note: potency is the fitted concentration of half-maximal effect; % is set by controls: 0 for no effect and ±100 for the full control effect
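Pol eta (10 nM) was preincubated with compounds for 15 min at room temperature, after which fluorescent replication substrate (50 nM final) was added to start the reaction. Fluorescence was read kinetically at 0 and 10 min.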
PI4K2A inh – inhibitors of human PI4K2A | Q9BTU6 | purified PI4K2A, ADP-Glo luminescence, 1 h; active compounds read low | activity change, negative = inhibition, % at 76.9 µM | 0.13% of 420,000 active; in the data active = activity change below about -50%; inconclusive = mostly about -30% to -49%;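 note: -100% = wells without enzyme as full effect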
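PI4K2A activity was measured by ADP-Glo luminescence: enzyme (4 ug/mL stock) and phosphatidylinositol (1.2 mM stock) in Tris pH 7.5/MgCl2/EGTA/Triton X-100 buffer were reacted with ATP (300 microM stock) for one hour at ambient temperature.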
JMJD2A Tudor – blocks the human JMJD2A Tudor domain | AlphaScreen JMJD2A-Tudor / H3K4me3 peptide binding | 4.4% of 390,000 active | AID 504339 | O75164 | Potency, µM (series often up to 114 µM), for inactives: at the top dose activity change, negative = inhibition, hits mostly inhibitors; note: potency is the fitted concentration of half-maximal effect; % is set by controls: 0 for no effect and ±100 for the full control effect; nearly all actives have a fitted effect of over 50% in size
* marks the source's active call; other numbers are inactive results; i = inactive; u = inconclusive; x = not tested or not shown; & = joins results of further samples; ! = not confirmed by another sample; [ ] = remark or other dose. Unless noted, calls come from the whole dose curve; as a rule, active = well fitted curve in the direction sought with a large enough effect; inconclusive = small, poorly fitted or top-dose-only effect, or another doubt; inactive = no such curve, though single readings can be large; an effect the other way counts as inactive or inconclusive. A portion of the library; count on the stated rates, not on these rows.

SMILES	Tb PGK inh	POLH inh	PI4K2A inh	GLS inh	G9a block	BAZ2B inh	Pin1 inh	JMJD2A Tudor	HP1b binding inh
CN1CCN(C(=O)C[C@H]2C[C@H]3c4cc(NC(=O)NC5CCCCC5)ccc4O[C@H]3[C@@H](CO)O2)CC1	6%	-14%	1	8%	x	x	x	x	x
COc1cc(C(=O)O)nc(OC)n1	3%	-24%	5	5%	u	71µM*	-2%	2.8µM*	-6%
CCC1CCc2sc(C(=O)NC3CCN(Cc4ccccc4)CC3)cc2C1 (centres undefined)	i	-21%	-2	-6%	u	-9%	14%	-26%	10%
CCOC(=O)C(=O)Nc1ccc(S(=O)(=O)Nc2ncccn2)cc1	-2%	-5%	1	-1%	14%[12.7 µM]	2%	-2%	-5%	18%
COc1ccc(C2C(C(C)=O)=C(O)C(=O)N2CCc2c[nH]c3ccccc23)cc1 (centres undefined)	-1%	-10%	-1	25%	x	56µM*	-6%	-14%	29%
COc1ccc(Cl)cc1N(CC(=O)NC(C)(C)C)S(=O)(=O)c1ccc(C)c([N+](=O)[O-])c1	i	-21%	-4	-1%	-4%[59 µM]	3%	0%	-36%	7%
C=CCN1C=C2C(=O)C(C)(OC(=O)C3CCCC3)C(=O)C=C2C=C1c1ccsc1 (centres undefined)	4%	4%	-9	0%	-6%[59 µM]	u	-16%	-34%	4%
CC(C)CCN1C(=O)c2ccc(-c3nc4ccccc4c(=O)o3)cc2C1=O	x	6%	0	2%	58%[activator][12.7 µM]	-5%	-1%	-12%	5%
COC(=O)CSc1cc(SCC(=O)OC)c(C#N)c(SCC(=O)OC)c1	5%	-9%	-7	18%	7%[2.33 µM]	u	-17%	u	34%[activator]
O=C(/C=C/c1ccc([N+](=O)[O-])cc1)NCCc1ccccc1	x	-16%	-2	2%	u	-14%	-3%	u	16%
COc1ccc(Br)cc1S(=O)(=O)Nc1ncn[nH]1	-1%	-20%	1	-2%	1%	-11%	-1%	-11%	38%[activator]
Cc1onc(-c2ccccc2)c1C(=O)Nc1nnc(C(C)C)s1	-5%	-16%	1	8%	x	-10%	-6%	-15%	23%
COc1ccc(C(=O)COC(=O)C(CC(C)C)N2C(=O)c3ccccc3C2=O)cc1 (centres undefined)	2%	-20%	2	-2%	-7%[59 µM]	7%	3%	-13%	27%
Cc1ccc(NC(=O)CS(=O)CC(=O)NC(C)CCc2ccco2)cc1Cl (centres undefined)	i	u	-2	8%	-24%	5%	25%	-19%	2%
Cn1cc(Cl)c(C(=O)NC2CCCC2)n1	6%	-13%	0	-4%	8%[59 µM]	-2%	2%	14%	75%[activator]
Nc1cc(-c2cccc([N+](=O)[O-])c2)[nH]n1	-4%	-6%	-5	32%[activator]	-4%	8%	-6%	-26%	31%
O=C(O)c1c[nH]c(=S)n1-c1ccc(F)cc1	9%	2%	4	19%	28µM*	u	1%	u	50%[activator]
CC(C)CCN1C(Nc2ccccc2)=NC[C@@H]1CC(C)C	-8%	-5%	-3	-3%	-2%	1%	1%	-9%	35%[activator]
Nn1c(COc2ccccc2)nnc1SCC(=O)O	-7%	9%	3	0%	u	-24%	-7%	-13%	28%
Cc1cccc(N2CCN(C(=O)C3CCN(S(=O)(=O)N4CCOCC4)CC3)CC2)c1C	-7%	-7%	-2	0%	5%	-13%	1%	-18%	20%
COc1ccc(C(=O)NC2(C(F)(F)F)N=C3SCCN3C2=O)cc1 (centres undefined)	2%	2%	-4	1%	1%	-1%	7%	-15%	11%
O=C(c1ccc(=O)oc1)N1CCN(c2ccc(F)cc2)CC1	-2%	u	1	36%[activator]	5%[59 µM]	-8%	1%	-15%	22%
CCOc1ccc(N(C(=O)CNS(=O)(=O)c2ccccc2)C(CC)C(=O)NCc2ccco2)cc1 (centres undefined)	-7%	-14%	-5	-11%	-3%	-6%	-8%	-18%	-13%
COc1ccc(N(CC(=O)NCc2ccco2)S(=O)(=O)c2ccc(C)cc2)cc1OC	-4%	-13%	-2	6%	20%	4%	-4%	-19%	13%
O=C(CCSc1ccccc1)Nc1ccc(OCc2ccccc2)cc1	2%	-3%	0	1%	-2%	-3%	-10%	-2%	21%
COc1cc(OC)cc(C(=O)NC(=S)Nc2ccc(Cl)c(C(=O)O)c2)c1	-7%	-11%	-2	25%	45µM*	u	-6%	89µM*	7%
CCOC(=O)C1=C(COC(=O)CSc2ccc(Br)cc2)NC(=O)NC1C (centres undefined)	i	-3%	-1	-3%	-6%	-27%	-1%	-16%	5%
Cc1cc(NC(=O)CSc2nc(-c3cccnc3)ccc2C#N)no1	-10%	5%	-10	-26%	u	4%	105%[activator]	-18%[11.4 µM]	55%[activator]
CCOC(=O)Nc1ccc2c(c1)C(=NO)c1ccccc1-2	i	-15%	18	-10%	x	x	1%	-17%	21%
O=C(NC1CCCCC1)c1cccc(OCc2ccccc2)c1	i	-10%	-8	5%	49%	-3%	-10%	-5%	36%[activator]
CC(C)c1ccc(NC(=O)CNC(=O)Cn2ccc3ccccc3c2=O)cc1	3%	-11%&-5%	4&-1	5%&6%	-1%	11%&5%	7%&-2%	-15%&-17%	32%&31%
COc1ccc(C)cc1NC(=O)CCCNC(=O)Cn1cnc2sc(C)c(C)c2c1=O	-2%	-11%	-1	-25%	7%	2%	12%	-9%	32%
CC1=NN(/C(=N\c2nnc(C)s2)Nc2ccc(C)cc2)[C@H](c2ccc(C)cc2)S1	3%	-7%	6	18%	u	5%	4%	-22%	24%
Cc1n[nH]c(=O)nc1N1CCc2ccccc2C1	0%	-11%	6	2%	0%[59 µM]	4%	0%	-8%	36%
COc1ccc2nc(COC(=O)c3ccco3)c(C(C)=O)[n+]([O-])c2c1	5%	u	-4	-18%	18%[59 µM]	x	u	-17%	15%
CCC1Oc2nc(SC)nnc2-c2ccccc2N1C(=O)c1ccccc1 (centres undefined)	-6%	-15%	-1	-5%	9%[12.7 µM]	-5%	3%	0%	30%
CCOc1cccc(C(=O)NC(=S)Nc2ccc3c(c2)OCCO3)c1	-3%	-8%	-4	-9%	40µM*	u	4%	u	u
CN1CCN(C(=O)CC23CC4CC(CC(C4)C2)C3)CC1	i	5%	2	2%	-5%[12.7 µM]	-1%	0%	-2%	2%
CC(C)C[C@H](NC(=O)C1CC(=O)N(c2ccc3c(c2)OCCO3)C1)C(=O)NC1CCCC1 (some centres undefined)	i	-20%	-2	1%	19%	-4%[57.1 µM]	0%	0%	21%
COc1ccc(Cl)cc1S(=O)(=O)NCc1cccnc1	-1%	-15%	1	2%	-9%[59 µM]	11%	-3%	-11%	28%
COc1ccc(CNS(=O)(=O)c2csc(C(N)=O)c2)cc1OC	-4%&6%	6%&-19%	-1&-8	6%&-1%	6%[59 µM]	-8%&3%	-9%&4%	32µM*!	26%&29%
O=C(Nc1nnc(S(=O)(=O)N2CCOCC2)s1)c1ccccc1	-11%	40µM*	0	-19%	x	-13%	0%	-25%	36%
Cc1ccccc1OCC(=O)N(Cc1ccco1)c1c(N)n(Cc2ccccc2)c(=O)[nH]c1=O	-2%	8%	0	-3%	u	-3%	23%	-22%	29%
COc1ccc(C(=O)NCc2nc(C)c(C)s2)cc1OC1CCN(C(C)C)CC1	-5%	-22%	1	-1%	-4%	-10%	-3%	-6%	20%
Cc1ccc(CN2CCC(C(=O)Nc3cccc(-c4cccc(F)c4)c3)CC2)o1	1%	-13%	-6	-2%	x	u	3%	-24%	21%
CCOC(=O)c1ccc(NC(=O)C2CCN(C(=O)c3ccc(OC)c(OC)c3)CC2)cc1	-13%	-3%	-4	12%	3%[59 µM]	5%	3%	-10%	14%
Cc1ccc(S(=O)(=O)CCC(=O)OCC(=O)Nc2cc(S(=O)(=O)N3CCOCC3)ccc2Cl)cc1	15%	-11%	6	4%	x	x	-5%	-17%	12%
COc1cccc(CNC(=O)c2nnn(CC(=O)Nc3c(C)cccc3C)c2N)c1	-8%	-2%	2	4%	18%	-2%	-1%	-17%	17%
COc1cc(SC)ccc1C(=O)N(Cc1ccccc1)c1ccccn1	-7%	-22%	0	0%	7%	-1%	-10%	1%	32%[activator]
CCC1=C([N+](=O)[O-])C(c2ccc3c(c2)OCO3)NC(=O)N1 (centres undefined)	6%	-5%	0	6%	x	11%	-1%	-10%	7%

Following part:
SMILES	Tb PGK inh	POLH inh	PI4K2A inh	GLS inh	G9a block	BAZ2B inh	Pin1 inh	JMJD2A Tudor	HP1b binding inh
Cc1ccc(-c2c(C)n([O-])c3c([n+]2=O)CCC3)cc1	-3%	-10%	-5	2%	-14%[59 µM]	-4%	-13%	-4%	39%
Cc1nc(C)c(-c2ccc(SCC(=O)Nc3cccc(Cl)c3)nn2)s1	-7%	8%	1	13%	4%	-2%	-1%	-16%	24%
CCOC(=O)c1c(C)c(C(=O)Nc2cc(OC)ccc2OC)c(C)n1CC	-6%	-13%	4	4%	-42%[59 µM]	u	-2%	u	-14%
CCOC(=O)c1c(C)[nH]c(NC(=O)NNC(=O)c2ccccc2Cl)c1C	-1%	-17%	-4	6%	19%[2.33 µM]	4%	2%	-16%	33%
CN(c1ccccc1)S(=O)(=O)c1cc(Cl)ccc1Cl	0%	-19%	2	u	159%[activator]	50%[activator]	4%	32%	62%[activator]
